CD11b adhes enh: increases human CD11b/CD18 adhesion to fibrinogen. P05107+P11215. K562 CD11b/CD18 adhesion to fibrinogen, ATPlite luminescence. activation, % at 10 µM. 0.07% of 93,000 active;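 active means 10 µM primary screen giving 50% or more activity, confirmed by 40% or more on retest at that dose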; further: strong numbers were not always called active; reference of the scale not given here
Smad3 inh: inhibitors of human Smad3 transcription factor binding. TR-FRET Smad3/Dy647-FoxH1 peptide binding, europium anti-His. inhibition, % at 25 µM. 0.29% of 88,000 active. AID 630;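 active means compounds that reduce the energy-transfer binding signal between the protein and its labelled peptide by more than half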;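 further: 0% = Smad3 plus labelled peptide maximal FRET and 100% = peptide-only background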
Target sequence (P84022 whole entry, looked up): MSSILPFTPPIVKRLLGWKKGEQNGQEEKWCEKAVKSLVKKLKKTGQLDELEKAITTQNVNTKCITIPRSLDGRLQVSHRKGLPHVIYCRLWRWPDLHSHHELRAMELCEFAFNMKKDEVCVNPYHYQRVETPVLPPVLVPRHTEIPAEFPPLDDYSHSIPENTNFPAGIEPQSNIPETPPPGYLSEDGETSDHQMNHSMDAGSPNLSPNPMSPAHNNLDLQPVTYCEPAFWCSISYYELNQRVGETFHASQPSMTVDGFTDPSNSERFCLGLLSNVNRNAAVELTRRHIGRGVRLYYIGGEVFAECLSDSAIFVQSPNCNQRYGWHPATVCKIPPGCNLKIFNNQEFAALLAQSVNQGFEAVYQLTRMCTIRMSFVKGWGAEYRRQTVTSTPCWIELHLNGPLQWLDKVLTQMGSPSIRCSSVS
MT1-MMP txn act: activates MT1-MMP transcription; HT1080 MT1-MMP promoter luciferase reporter, luminescence, overnight; stronger effect = higher value; activation factor at 10 µM; 0.16% of 86,000 active; AID 750;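 active means activation factor of at least 2 for MT1-MMP transcription at 10 µM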
H69AR inhibit: growth inhibitors of human H69AR lung tumor cells. viability, % at 10 µM. H69AR lung tumor viability, ATP luminescence, 72 h; stronger effect = lower value. AID 598. 6% of 85,000 active;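 active means viability at or below 40%; inactive means viability above 40%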;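 further: multidrug resistant small cell line overexpressing MRP-1 efflux transporter; 100% = mean luminescence of untreated control wells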
HUVEC prolif 384: human endothelial cell proliferation inhibition. HUVEC proliferation, CellTiter-Glo luminescence, 72 h; stronger effect = lower value. viability, % at 10 µM (by protocol). 1.1% of 86,000 active. AID 648;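 active means viability at or below 30%; inactive means viability above 30%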;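 further: 100% = median luminescence of DMSO-only cell control wells on each plate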
Fibroblast inh: blocks proliferation of human lung fibroblasts; LL 47 human lung fibroblast viability, ATP luminescence; stronger effect = lower value; viability, % at 10 µM; 1.1% of 85,000 active;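 active means viability at or below 50% in the single dose screen; inactive means viability above 50%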;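 further: compound exposure lasted 72 h before the ATP readout; 100% = median luminescence of untreated cell-only wells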
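Test system: LL 47 human lung fibroblasts / Quantity: 1,150 cells in each well / Medium: IMEM growth medium with 15% fetal bovine serum / Incubation: 72 h compound exposure at 37 °C after overnight plating / Detection: CellTiter-Glo luminescence measuring cellular ATP / Read-out: % viability versus median cells-only luminescence / Benchmarks: cell-only wells, no compound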
ERa SRC1 pot: ER-alpha (human) coactivator binding potentiation. coactivator binding (% of control), % at 25.6 µM. TR-FRET ERalpha-LBD/SRC-Cy5 coactivator binding, 2 h; 100 = basal binding, no effect. 1.3% of 86,000 active; in the data active means activity above about 200%;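 further: binding measured in presence of low estradiol as agonist stimulus; 0% = peptide alone without receptor and 100% = receptor with peptide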
Target sequence (P03372 whole entry, looked up, the tested form may be a part): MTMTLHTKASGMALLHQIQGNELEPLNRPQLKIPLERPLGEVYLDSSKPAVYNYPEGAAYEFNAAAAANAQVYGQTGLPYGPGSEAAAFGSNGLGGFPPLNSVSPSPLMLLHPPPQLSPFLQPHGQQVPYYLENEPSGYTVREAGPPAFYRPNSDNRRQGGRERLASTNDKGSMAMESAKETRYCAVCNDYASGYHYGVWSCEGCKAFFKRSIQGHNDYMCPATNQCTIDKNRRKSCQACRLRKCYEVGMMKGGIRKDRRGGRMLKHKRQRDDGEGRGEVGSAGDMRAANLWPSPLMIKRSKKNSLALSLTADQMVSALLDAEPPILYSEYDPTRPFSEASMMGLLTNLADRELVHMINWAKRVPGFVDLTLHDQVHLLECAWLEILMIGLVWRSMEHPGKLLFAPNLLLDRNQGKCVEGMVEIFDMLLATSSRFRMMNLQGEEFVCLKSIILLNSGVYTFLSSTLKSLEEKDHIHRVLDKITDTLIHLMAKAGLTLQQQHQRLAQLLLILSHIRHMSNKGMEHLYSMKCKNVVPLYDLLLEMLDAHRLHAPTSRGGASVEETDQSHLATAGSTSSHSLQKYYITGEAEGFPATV
ERb coact inh: blocks coactivator binding to human estrogen receptor beta; inhibition, % at 25.6 µM; AID 633; 1.3% of 86,000 active; TR-FRET ER-beta LBD / SRC1-Cy5 peptide binding; receptor agonist-loaded with 1 µM estradiol; Q92731;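 active means compounds whose percent inhibition of the receptor-coactivator binding signal exceeds about 50% in the single-dose screen, limit read from the data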;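 further: 0% = receptor plus peptide wells without compound and 100% = peptide-only wells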
ERa coact inh: blocks coactivator binding to human estrogen receptor alpha. P03372. TR-FRET ER-alpha LBD / SRC-1 peptide, estradiol-bound. inhibition, % at 25.6 µM. 1.7% of 86,000 active; in the data active means inhibition above about 50%;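 further: 0% = receptor plus peptide control and 100% = peptide only without receptor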
* marks the source's active call; other numbers are inactive results; [ ] = remark or other dose. An excerpt; count on the stated rates, not on these rows.

Screening CCOC(=O)N(c1ccccc1)P1(=S)OCCO1 returned CD11b adhes enh 3, Smad3 inh -4, MT1-MMP txn act 1.1, H69AR inhibit 105, HUVEC prolif 384 97, Fibroblast inh 110, ERa SRC1 pot 75, ERb coact inh 6 and ERa coact inh 11.
`CN1CCN(c2ccc(C(N)=O)cc2N)CC1` gave CD11b adhes enh -3, Smad3 inh 5, MT1-MMP txn act 1, H69AR inhibit 86, HUVEC prolif 384 100, Fibroblast inh 98, ERa SRC1 pot 115, ERb coact inh -10 and ERa coact inh -28.
`OCC1(CO)COC(c2cccnc2)N1` (stereo not drawn) gave CD11b adhes enh -4, Smad3 inh -3, MT1-MMP txn act 1.1, H69AR inhibit 99, HUVEC prolif 384 104, Fibroblast inh 98, ERa SRC1 pot 126, ERb coact inh -17[fluorescence artefact?] and ERa coact inh -10.
CC(C)c1ccc(O)c(CN2CCN(c3ccccc3)CC2)c1 was read as Smad3 inh 5, MT1-MMP txn act 1.2, H69AR inhibit 99, HUVEC prolif 384 99, Fibroblast inh 95, ERa SRC1 pot 152, ERb coact inh -4[fluorescence artefact?] and ERa coact inh 3[fluorescence artefact?].
For Cc1ccc2c(c1)CC1(CN2C)C(=O)NC(=O)N(c2cc(C)ccc2C)C1=O (stereo not drawn) the results were CD11b adhes enh -2, Smad3 inh 6, MT1-MMP txn act 1, H69AR inhibit 100, HUVEC prolif 384 98, Fibroblast inh 93, ERa SRC1 pot 98, ERb coact inh -5[fluorescence artefact?] and ERa coact inh 0[fluorescence artefact?].
`O=c1cc(C(F)(F)F)c2cc3c4c(c2o1)CCCN4CCC3` gave CD11b adhes enh 13, Smad3 inh 15, MT1-MMP txn act 1, H69AR inhibit 71, HUVEC prolif 384 93, Fibroblast inh 96, ERa SRC1 pot 96, ERb coact inh 1 and ERa coact inh -5.
Screening CC1N(O)C2CCCCCC2N1O (stereo not drawn) returned CD11b adhes enh 7, Smad3 inh -2, MT1-MMP txn act 1.2, H69AR inhibit 95, HUVEC prolif 384 102, Fibroblast inh 101, ERa SRC1 pot 125, ERb coact inh -1[fluorescence artefact?] and ERa coact inh 1.
`CC(Cc1ccccc1)NC(=O)NC(C)Cc1ccccc1` (stereo not drawn) gave CD11b adhes enh -2, Smad3 inh 3, MT1-MMP txn act 1.7, H69AR inhibit 102, HUVEC prolif 384 98, Fibroblast inh 101, ERa SRC1 pot 93, ERb coact inh 2 and ERa coact inh 13.
CC(=NCCC1=CCCCC1)c1c(O)[nH]c(=O)[nH]c1=O was read as CD11b adhes enh 1, Smad3 inh -6, MT1-MMP txn act 1, H69AR inhibit 88, HUVEC prolif 384 89, Fibroblast inh 90, ERa SRC1 pot 86, ERb coact inh 5 and ERa coact inh -8.
`CCC(C)N1C(=O)NC(=O)C2(Cc3cc(C)ccc3N(C)C2)C1=O` (stereo not drawn) gave CD11b adhes enh 1, Smad3 inh 1, MT1-MMP txn act 1.2, H69AR inhibit 91, HUVEC prolif 384 104, Fibroblast inh 95, ERa SRC1 pot 109, ERb coact inh 0 and ERa coact inh -1.
For Cc1ccc2cccc(OC(=O)N3CCCC3)c2n1 the results were CD11b adhes enh 10, Smad3 inh 6, MT1-MMP txn act 1.1, H69AR inhibit 61, HUVEC prolif 384 92, Fibroblast inh 97, ERa SRC1 pot 108, ERb coact inh -7 and ERa coact inh -14.
`COc1ccc(-n2c(O)c(C=NCCCn3ccnc3)c(=O)[nH]c2=O)cc1` gave CD11b adhes enh -4, Smad3 inh 8, MT1-MMP txn act 1, H69AR inhibit 93, HUVEC prolif 384 94, Fibroblast inh 101, ERa SRC1 pot 102, ERb coact inh -2 and ERa coact inh -10.
`CCN(CC)c1ccc(CN2CC=C(c3ccc(F)cc3)CC2)cc1` gave CD11b adhes enh 1, Smad3 inh 11, MT1-MMP txn act 1.1, H69AR inhibit 72, HUVEC prolif 384 90, Fibroblast inh 100, ERa SRC1 pot 83, ERb coact inh -7 and ERa coact inh 17.
`Cc1ccc2nc(-c3ccncc3)cc(C(=O)N3CCC4(CC3)OCCO4)c2c1` gave CD11b adhes enh 7, Smad3 inh 15, MT1-MMP txn act 1.1, H69AR inhibit 51, HUVEC prolif 384 70, Fibroblast inh 95, ERa SRC1 pot 121, ERb coact inh -10 and ERa coact inh -5.
CCOC(=O)C(O)(c1ccc(NC(=O)c2ccco2)c(OC)c1)C(F)(F)F (stereo not drawn) was read as CD11b adhes enh -2, Smad3 inh 12, MT1-MMP txn act 1.1, H69AR inhibit 87, HUVEC prolif 384 104, Fibroblast inh 102, ERa SRC1 pot 121, ERb coact inh -4 and ERa coact inh -6.
Screening Cc1nn(-c2ccccc2)c(Cl)c1C1C(C#N)=C(N)Oc2c1c(=O)oc1ccccc21 (stereo not drawn) returned CD11b adhes enh -7, Smad3 inh -13, MT1-MMP txn act 1.1, H69AR inhibit 86, HUVEC prolif 384 89, Fibroblast inh 89, ERa SRC1 pot 129, ERb coact inh 9[fluorescence artefact?] and ERa coact inh 2.
For Cc1nn(CCC#N)c2c1P(=S)(N1CCCC1)OC(c1ccc(F)cc1)=N2 (stereo not drawn) the results were CD11b adhes enh -5, Smad3 inh -13, MT1-MMP txn act 1.1, H69AR inhibit 86, HUVEC prolif 384 90, Fibroblast inh 99, ERa SRC1 pot 53[fluorescence artefact?], ERb coact inh 5[fluorescence artefact?] and ERa coact inh 9.
`CCOC(=O)c1c(N)n(CCCOC(=O)c2ccco2)c2nc3ccccc3nc12` gave CD11b adhes enh 3, Smad3 inh 4, MT1-MMP txn act 1.1, H69AR inhibit 55, HUVEC prolif 384 91, Fibroblast inh 92, ERa SRC1 pot 107, ERb coact inh 21 and ERa coact inh -18.
`Cc1ccc(S(=O)(=O)NC(CC(=O)N2CCC3(CC2)OCCO3)c2ccco2)cc1` (stereo not drawn) gave CD11b adhes enh -4, Smad3 inh -3, MT1-MMP txn act 1.1, H69AR inhibit 100, HUVEC prolif 384 95, ERa SRC1 pot 107, ERb coact inh 1 and ERa coact inh -3.
CCCCCP(=O)(O)c1ccccc1 was read as CD11b adhes enh -5, Smad3 inh 4, MT1-MMP txn act 1.1, H69AR inhibit 97, HUVEC prolif 384 91, ERa SRC1 pot 107, ERb coact inh -3 and ERa coact inh -10.
Cc1ccc(OCC(=O)N2CCN(CC3CC4C=CC3C4)CC2)cc1 (stereo not drawn) was read as CD11b adhes enh 10, Smad3 inh 2[fluorescence artefact?], MT1-MMP txn act 1, HUVEC prolif 384 98, Fibroblast inh 106, ERa SRC1 pot 131, ERb coact inh 3 and ERa coact inh 0.
Screening Cc1ccc(C2CC(=O)C(C=NCCN3CCN(C(=O)Cc4ccccc4)CC3)=C(O)C2)cc1 (stereo not drawn) returned Smad3 inh -2, MT1-MMP txn act 1.1, HUVEC prolif 384 87, Fibroblast inh 91, ERa SRC1 pot 113, ERb coact inh 11 and ERa coact inh 8.
For CC(C)c1cccc(C(C)C)c1OCCn1ccnc1 the results were CD11b adhes enh 1, Smad3 inh 2, MT1-MMP txn act 1.2, H69AR inhibit 97, HUVEC prolif 384 93, Fibroblast inh 88, ERa SRC1 pot 114, ERb coact inh 2[fluorescence artefact?] and ERa coact inh 3[fluorescence artefact?].
CCCCSP1(=S)NCCCO1 (stereo not drawn) was read as CD11b adhes enh 2, Smad3 inh -6, MT1-MMP txn act 0.9, H69AR inhibit 95, HUVEC prolif 384 101, Fibroblast inh 104, ERa SRC1 pot 88, ERb coact inh 2[fluorescence artefact?] and ERa coact inh 3[fluorescence artefact?].
Screening O=c1[nH]c(=O)n(CCC2=CCCCC2)c(O)c1C=Nc1cccc(F)c1 returned Smad3 inh 15, MT1-MMP txn act 1.1, H69AR inhibit 59, HUVEC prolif 384 96, Fibroblast inh 100, ERa SRC1 pot 254*, ERb coact inh 10[fluorescence artefact?] and ERa coact inh 20[fluorescence artefact?].
Screening c1ccc2c(NC3=NCCS3)cccc2c1 returned CD11b adhes enh 2, Smad3 inh -6, MT1-MMP txn act 0.9, H69AR inhibit 89, HUVEC prolif 384 92, Fibroblast inh 94, ERa SRC1 pot 113, ERb coact inh -5 and ERa coact inh -9.
Screening CC(c1ccccc1)n1cncc1C(=O)N1CCCC1=O (stereo not drawn) returned CD11b adhes enh -6, Smad3 inh -6, MT1-MMP txn act 0.9, H69AR inhibit 98, HUVEC prolif 384 99, Fibroblast inh 96, ERa SRC1 pot 126, ERb coact inh -4 and ERa coact inh 3.
Screening CC(=O)C1(c2ccccc2)CCNCC1 returned CD11b adhes enh -3, Smad3 inh 15, MT1-MMP txn act 1.1, H69AR inhibit 106, HUVEC prolif 384 90, Fibroblast inh 93, ERa SRC1 pot 102, ERb coact inh 1 and ERa coact inh -3.
CN(C)CC#CCC(O)(c1ccccc1)C1CCCC1 (stereo not drawn) was read as CD11b adhes enh -2, Smad3 inh 10, MT1-MMP txn act 1.1, H69AR inhibit 80, HUVEC prolif 384 95, Fibroblast inh 107, ERa SRC1 pot 92, ERb coact inh 0 and ERa coact inh -4.
For OC(C#CCN1CCOCC1)(c1ccccc1)C1CCCC1 (stereo not drawn) the results were Smad3 inh 4[fluorescence artefact?], MT1-MMP txn act 1.4, H69AR inhibit 96, HUVEC prolif 384 95, Fibroblast inh 100, ERa SRC1 pot 92, ERb coact inh -5 and ERa coact inh -9.
O=C(CNS(=O)(=O)c1ccc(Br)s1)N1CCC2(CC1)OCCO2 was read as Smad3 inh 7, MT1-MMP txn act 1.2, H69AR inhibit 92, HUVEC prolif 384 102, Fibroblast inh 101, ERa SRC1 pot 120, ERb coact inh -3[fluorescence artefact?] and ERa coact inh 2[fluorescence artefact?].
Screening COc1ccc(OC)c(C(O)C(C)N)c1 (stereo not drawn) returned Smad3 inh -5, MT1-MMP txn act 0.9, H69AR inhibit 96, HUVEC prolif 384 104, Fibroblast inh 98, ERa SRC1 pot 98, ERb coact inh -5 and ERa coact inh -2.
Screening O=c1[nH]c(=O)n(C2CCCCC2)c(O)c1C1NCCc2ccccc21 (stereo not drawn) returned CD11b adhes enh 3, Smad3 inh -1, MT1-MMP txn act 1.1, H69AR inhibit 104, HUVEC prolif 384 95, Fibroblast inh 96, ERa SRC1 pot 118, ERb coact inh -13 and ERa coact inh -11.
Screening CCN(CC)CCNC(=O)c1c(O)c2ccccc2n(Cc2ccccc2)c1=O returned CD11b adhes enh 0, Smad3 inh 0, MT1-MMP txn act 1.1, H69AR inhibit 27*, HUVEC prolif 384 107, Fibroblast inh 90, ERa SRC1 pot 91[fluorescence artefact?], ERb coact inh 1[fluorescence artefact?] and ERa coact inh -6.
`CCC(=NCc1ccco1)c1c(O)n(C2CCCCC2)c(=O)[nH]c1=O` gave CD11b adhes enh 2, Smad3 inh 1, MT1-MMP txn act 1, H69AR inhibit 32*, HUVEC prolif 384 102, Fibroblast inh 99, ERa SRC1 pot 98, ERb coact inh -9 and ERa coact inh -9.
Screening O=P(OCC(F)(F)C(F)F)(N1CCOCC1)N1CCOCC1 returned CD11b adhes enh 1, Smad3 inh 10[fluorescence artefact?], MT1-MMP txn act 1.2, H69AR inhibit 96, HUVEC prolif 384 93, Fibroblast inh 104, ERa SRC1 pot 108, ERb coact inh 0[fluorescence artefact?] and ERa coact inh 1[fluorescence artefact?].
Screening Cn1c(O)c(C=NCc2ccco2)c(=O)n(C)c1=O returned CD11b adhes enh 6, Smad3 inh 1, MT1-MMP txn act 1.2, H69AR inhibit 101, HUVEC prolif 384 97, Fibroblast inh 107, ERa SRC1 pot 110, ERb coact inh -10 and ERa coact inh 2.
